Compound activity as filed in PubChem BioAssay.
NR2E3 ag-1 = activates human photoreceptor nuclear receptor NR2E3. Q9Y5X4. GST-NR2E3/biotin-RetCOR TR-FRET, 1536-well. inhibition of corepressor binding, % at 4.78 µM. hit rate 0.12% among 320,000. AID 2300;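 active means percent inhibition above the cutoff of mean plus 3 SD of all tested compounds, set per screening campaign, cut at about 20% in these data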;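 further: 0% = DMSO wells and 100% = biotin wells as full block of FRET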
Target sequence (Q9Y5X4 whole entry, looked up): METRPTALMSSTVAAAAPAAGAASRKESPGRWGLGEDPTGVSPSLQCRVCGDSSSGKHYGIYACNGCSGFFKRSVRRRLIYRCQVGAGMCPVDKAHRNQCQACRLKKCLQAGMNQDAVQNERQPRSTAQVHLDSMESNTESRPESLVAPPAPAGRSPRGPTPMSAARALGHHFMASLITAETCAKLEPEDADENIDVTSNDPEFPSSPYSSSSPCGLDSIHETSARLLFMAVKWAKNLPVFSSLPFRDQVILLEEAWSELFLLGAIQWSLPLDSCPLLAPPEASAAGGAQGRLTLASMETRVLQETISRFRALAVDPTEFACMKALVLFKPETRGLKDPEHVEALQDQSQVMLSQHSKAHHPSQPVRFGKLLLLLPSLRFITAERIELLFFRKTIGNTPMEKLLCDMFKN
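system = GST-tagged NR2E3 plus biotinylated RetCOR corepressor | input = 1.35 nM GST-NR2E3 | also added = 7 nM biotin-RetCOR | schedule = 5 h incubation at 4 °C | measured by = TR-FRET with europium anti-GST and streptavidin-D2, 340 nm excitation | read-out = percent loss of FRET ratio relative to control wells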
KKLEB tox = counter-screen for CF NF-kB inhibitors: cytotoxicity; activity change (cytotoxicity), % at 5 µM; KKLEB CF airway cells viability, ATPlite luminescence, overnight; hits give low values; cells stimulated with P. aeruginosa culture filtrate; AID 602141; hit rate 0.36% among 360,000;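 active means corrected activity change at or below -50% at 5 µM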
TWEAK Fn14 block = TWEAK-Fn14 signaling inhibition; TWEAK-stimulated Fn14 reporter cells, luciferase luminescence, 8 h; inhibition, % at 10 µM; hit rate 2% among 360,000; AID 1159606; in the data active means inhibition above about 50%
MITF TRPM1 inh = inhibitors of MITF-driven TRPM1 promoter in melanoma cells; SK-MEL-5 TRPM1 promoter luciferase, 24 h; hit rate 0.83% among 330,000; inhibition, % at 12.5 µM; AID 488899;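 active means mean inhibition across replicates of 60% or more, whatever share of single replicates reaches that level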; further: values of inactives mirror those of a sister screen read the other way
aDG glyco act = alpha-DG glycosylation activation. Pro5-aDG cells, alpha-DG glycosylation AlphaScreen (IIH6); 0% Pro5, 100% B10-LARGE cell signal. activation, % at 10 µM. hit rate 0.22% among 360,000;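 active means activation of at least 8% versus controls, or a plate z-score of at least 8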;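 further: Pro5 are CHO cells carrying HIG-tagged alpha-DG that lacks glycosylation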
Shn3 3UTR inh = reduces Shn3 3'UTR luciferase signal in osteoblasts. inhibition, % at 12.5 µM. Clone20 osteoblast Shn3 3'UTR firefly luciferase, 24 h. hit rate 0.52% among 360,000;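 active means mean inhibition of at least 75% with every replicate also reaching 75%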;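 further: 0% = median of neutral control wells and 100% = pilot-screen positive control compound; some compounds past the cut are filed as inactive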
HIF-2a inh = HIF-2a inhibition | inhibition, % at 18.8 µM | hit rate 0.72% among 360,000 | 786-0 RCC cells HIF-2a reporter, luciferase luminescence, overnight;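 active means inhibition of the luminescence signal of 40% or more relative to plate controls, in a single-dose primary screen at 18.75 µM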
NR2E3 ag-2 = activates human NR2E3 receptor. Q9Y5X4. CHO-S Gal4-NCOR/VP16-NR2E3 two-hybrid, luciferase. inhibition of corepressor binding, % at 3.98 µM. hit rate 0.35% among 360,000. AID 602229;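 active means inhibition above the mean of all tested compounds plus 3 SD, cut at about 70% in these data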;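 further: 0% = DMSO with NR2E3 transfected cells and 100% = cells lacking NR2E3 construct; higher means lower luciferase signal from less NR2E3 corepressor binding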
CF NFkB block = cystic fibrosis NF-kB activation inhibition. KKLEB NF-kB-GFP reporter, PAF-induced, GFP fluorescence overnight. inhibition, % at 5 µM. hit rate 0.86% among 360,000. AID 588850;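 active means at least 50% inhibition at 5 µM, scaled per plate between neutral and stimulator controls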;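 further: PAF is a Pseudomonas aeruginosa culture filtrate used as stimulus; plate controls were PAF-stimulated DMSO wells for no effect and unstimulated DMSO wells for full effect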
hiPSC survival = increases survival of single human iPS cells | hiPSC single-cell survival, ATPlite luminescence; 100% = ROCK inhibitor wells, 0% = DMSO | survival enhancement, % at 20 µM | hit rate 0.044% among 360,000; in the data active means survival enhancement above about 18%;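 further: cells exposed to compounds for 16 hours before the ATP read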
Peg3 prom inh = reduces Peg3 promoter-driven luciferase expression in HeLa. HeLa PEG-Prom luciferase reporter, luminescence, overnight. inhibition, % at 20 µM. hit rate 1.7% among 360,000. AID 588405;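 active means inhibition of at least 50% at 20 µM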
An asterisk follows results filed as active; x = no result given. This is a random part of the collection. About 4.4% of those tested had a hit in this group.

SMILES	NR2E3 ag-1	KKLEB tox	TWEAK Fn14 block	MITF TRPM1 inh	aDG glyco act	Shn3 3UTR inh	HIF-2a inh	NR2E3 ag-2	CF NFkB block	hiPSC survival	Peg3 prom inh
Cc1cc(C)c(C(=O)COC(=O)Cn2cnnn2)cc1C	1	6	-16	-8	0.1	-16	9	6	2	2.7	0
CC(=O)Nc1cc(NC(C)=O)c2nc(N)sc2c1	-4	5	18	4	0.0	1	7	7	1	1.5	-1
Cn1c(=O)c2[nH]c(COc3ccccc3)nc2n(C)c1=O	x	12	5	-18	-0.1	10	-10	3	8	7.6	-3
CCCC(c1nnnn1CS(=O)(=O)c1ccc(C)cc1)N1CCN(C2CCCC2)CC1 (stereo not drawn)	2	15	0	-15	0.1	-13	9	-10	-12	-0.6	4
CCOC(=O)[C@@H]1[C@H]2COc3ccc(Br)cc3[C@@H]2N2C(=O)N(c3cccc(Cl)c3)C(=O)[C@]12C	-2	6	-3	17	0.3	16	16	7	15	-0.9	-4
O=C(CNCC1CCCCC1)Nc1ccccc1N1CCCCC1	4	-11	5	-9	0.5	48	14	-23	20	1.5	25
O=C1NC[C@H](CCCCN2CCN(Cc3ccccc3)C(=O)C2=O)N(CC2CCCCC2)C1=O	x	x	-2	x	0.1	x	5	-13	x	1.2	x
CC(C)C(OC(=O)/C=C/c1ccc2c(c1)OCO2)C(=O)NC(N)=O (stereo not drawn)	4	6	-3	4	0.0	2	7	-31	8	0.3	-103
CC1(OC(=O)CCc2ccccc2)C(=O)C=C2C=C(c3ccc(C#N)cc3)N(C3CC3)C=C2C1=O (stereo not drawn)	3	2	14	7	0.0	15	7	4	-18	-0.5	-10
CCN(CC)C(=O)c1ccccc1NC(=O)c1ccccc1SC	6	2	15	16	0.4	-6	15	1	11	1.7	20
O=C(NCCOCC(F)(F)C(F)F)c1cc(F)c(F)cc1Cl	1	-5	-3	-12	0.1	-18	5	-20	10	-0.4	-8
O=C(O)c1ccccc1/C=N/NC(=O)c1cc(-c2ccco2)nc2ccccc12	1	9	1	8	-0.2	-15	12	-18	-15	0.8	6
CCc1cccc(C)c1NC(=O)CSc1nc(-c2ccccc2F)nc2nc[nH]c12	-14	-3	11	-15	0.2	-13	17	-7	-4	-1.9	20
C=CCOC(=O)C1=C(C)NC(SCC(=O)OCC)=C(C#N)C1c1ccc(O)c(OC)c1 (stereo not drawn)	x	2	1	7	-0.7	22	13	-30	0	2.3	-6
O=C(Nc1cccc2nsnc12)c1ccc2c(c1)OCCO2	4	17	8	-21	0.1	-4	-332	-23	-12	-1.4	-249

Whole records, looked up by structure. Order of values: NR2E3 ag-1, KKLEB tox, TWEAK Fn14 block, MITF TRPM1 inh, aDG glyco act, Shn3 3UTR inh, HIF-2a inh, NR2E3 ag-2, CF NFkB block, hiPSC survival, Peg3 prom inh
CCN(CC)C(=O)c1ccccc1NC(=O)c1ccccc1SC is listed with 6, 2, 15, 16, 0.4, -6, 15, 1, 11, 1.7, 20
O=C(CNCC1CCCCC1)Nc1ccccc1N1CCCCC1 is listed with 4, -11, 5, -9, 0.5, 48, 14, -23, 20, 1.5, 25

The list continues.
SMILES	NR2E3 ag-1	KKLEB tox	TWEAK Fn14 block	MITF TRPM1 inh	aDG glyco act	Shn3 3UTR inh	HIF-2a inh	NR2E3 ag-2	CF NFkB block	hiPSC survival	Peg3 prom inh
O=C(CN1C(=O)c2ccccc2S1(=O)=O)c1ccc(Cl)cc1Cl	0	3	105*	87*	-0.3	83	55*	12	14	-0.1	16
CCOC(=O)/C=C/C(=O)OCC(=O)Nc1cccc(Br)c1	1	-5	-1	7	0.4	-11	7	21	-20	-0.6	37
CC(C)(C)[C@H]1COC(=O)CC/C=C\C[C@@H](CC(=O)N(CCO)Cc2ccccc2)C(=O)N1	x	11	4	-12	-0.3	22	2	-14	-2	-2.5	-6
COc1ccc(C(O)P(=O)(O)CCc2ccccc2)cc1 (stereo not drawn)	-4	0	-2	-1	-0.3	-5	9	-35	3	5.0	20
O=C(NN=C(c1ccccc1)c1ccccc1)C(CCl)C1CCCCC1 (stereo not drawn)	-1	30	1	10	0.1	-37	-7	-16	-6	0.3	-2
C1CCN2C[C@@H]3C[C@@H](CN4CCCC[C@@H]34)[C@H]2C1	x	-18	-7	-21	0.0	-10	5	-56	17	4.0	-10
COc1cc(NC(=S)NCc2ccc(S(N)(=O)=O)cc2)cc(OC)c1	-3	2	5	-7	1.1	3	6	2	10	4.2	3
COc1cccc(OC)c1C(=O)OCC(=O)/C(C#N)=C(\C)N	2	-7	12	-8	-0.3	-11	14	3	-9	-1.8	10
CCOC(=O)CSc1nc2ccc(C)cc2cc1C#N	4	8	-29	-131	-0.1	-126	-317	-126	9	0.0	-492
CCCn1c(SCC(=O)Nc2cc(C)on2)nc2c1c(=O)n(C)c(=O)n2C	1	-5	17	9	0.3	21	15	-5	15	-0.7	13
O=S1(=O)N[C@@H](Cc2ccccc2)COc2cc(N3CCSCC3)ccc21	x	x	-3	x	-0.1	x	3	-29	x	0.8	x
C[C@H]1C(=O)N(c2ccccc2)[C@@H]1c1ccccc1	x	-8	1	-4	-0.1	7	10	-8	-10	-1.4	-1
COc1ccccc1-n1c(=S)sc2c(=O)n(Cc3ccco3)c(SC)nc21	-3	-5	15	9	2.1	15	7	33	-6	0.3	31
O=C(NS(=O)(=O)c1ccccc1)c1ccccc1	1	-6	14	-7	0.1	-7	21	-15	11	0.8	9
Cc1c(C(=O)N2CCCCC2)c(S(=O)(=O)NCc2ccc(Cl)cc2)c(C)n1C	-3	6	32	0	-0.1	-7	15	-18	-16	-0.4	8

Next structures follow:
SMILES	NR2E3 ag-1	KKLEB tox	TWEAK Fn14 block	MITF TRPM1 inh	aDG glyco act	Shn3 3UTR inh	HIF-2a inh	NR2E3 ag-2	CF NFkB block	hiPSC survival	Peg3 prom inh
COC(=O)c1cccc(Oc2cccc(Cl)n2)c1	2	-1	-10	-14	0.4	-37	-12	14	9	1.7	-8
O=C1CCC(C(=O)N2CCN(c3cnccn3)CC2)CN1CCc1ccc(Cl)cc1 (stereo not drawn)	x	12	2	7	-0.1	3	10	-4	-9	0.1	-2
Cc1ccc(C(=O)C(C)OC(=O)Cn2[nH]c(=O)c3ccccc3c2=O)cc1C (stereo not drawn)	0	-9	-4	2	-0.1	1	0	-5	12	2.6	-7
CCOC(=O)/C=C/c1ccc2c(c1)S(=O)(=O)N(Cc1ccc(OC)cc1)[C@H]2CC(=O)OCC	3	-2	-2	-1	-0.1	20	-7	-18	-49	0.1	-8
COC(=O)c1ccc(COc2cc([N+](=O)[O-])cc3cccnc23)o1	-1	-2	-22	x	0.0	-43	9	-15	-5	-0.4	21
CN(C)CCCn1c(SCC(=O)Nc2nc(-c3cccc(Br)c3)cs2)nc2ccccc2c1=O	3	-20	-33	63*	-0.5	-53	-32	7	6	-0.9	104*
O=C(NC1CC2CCC1C2)C1COc2ccccc2O1 (stereo not drawn)	4	3	-14	-24	0.1	-19	-36	-30	-13	-2.6	-25
O=C1N(Cc2cccnc2)C[C@@H]2C[C@@H](c3ccc(-c4ccccc4)cc3)N3CCC[C@@]123	2	1	33	-1	0.4	31	1	-30	-9	0.3	4
O=C(COC(=O)Cn1ccc(=O)[nH]c1=O)Nc1ccc(F)cc1	x	6	1	-6	-0.2	-19	7	7	5	2.2	-2
Cc1ccc2c(c1)N(CC(=O)NCc1ccco1)C(=O)CO2	1	3	10	0	-0.3	-12	-1	11	-13	-3.1	-9
O=C(COC(=O)C1CCN(c2ccc(C(F)(F)F)cn2)CC1)Nc1cc(F)ccc1F	-5	1	-13	-13	0.0	-10	3	-5	5	0.5	3
O=C(c1ccco1)N1CCN(C(=O)c2[nH]c(C(F)(F)F)nc2-c2ccccc2)CC1	x	-17	15	x	-0.2	-2	11	-7	16	-0.4	8
O=C(O)c1ccccc1N1C(=O)c2cccc3cccc(c23)C1=O	0	-10	8	-5	-0.1	-37	11	-12	13	-0.6	-5
CCCn1c(CN2CCN(C(=O)c3ccco3)CC2)nc2c1c(=O)n(C)c(=O)n2C	-1	-4	-1	0	0.2	17	17	15	-6	-1.7	-3
COC(=O)c1cc(OC)c(OC)cc1NC(=O)Nc1ccc(OC)cc1OC	2	3	-15	14	0.0	-24	-11	-35	-5	-1.6	4

(further entries)
SMILES	NR2E3 ag-1	KKLEB tox	TWEAK Fn14 block	MITF TRPM1 inh	aDG glyco act	Shn3 3UTR inh	HIF-2a inh	NR2E3 ag-2	CF NFkB block	hiPSC survival	Peg3 prom inh
Cc1cccc(N2CCN(c3ccc4cc(S(=O)(=O)N5CCCCC5)ccc4n3)CC2C)c1 (stereo not drawn)	0	-6	42	26	0.7	39	10	-7	23	0.2	9
CCN(CC)C(=O)CSC(Nc1cccc(F)c1)=C(C#N)C#N	0	7	1	x	0.6	-19	1	-7	-51	0.2	8
CC1(C)CC(NC(=O)c2ccccc2F)CC(C)(C)N1	0	5	-1	11	0.0	2	20	-4	-15	0.1	12
O=C(O)C1=C[C@H](c2csc3ccccc23)C[C@H](OCc2ccc(CO)cc2)O1	6	3	3	-1	0.1	-7	5	-44	8	2.1	3
CCOc1ccc(/C=N/OC(C)C(=O)NCc2ccc3c(c2)OCO3)cc1 (stereo not drawn)	-3	5	6	5	0.7	7	10	-33	-11	0.2	2
O=C(Nc1ncccc1O)c1ccc(Oc2ccccc2)cc1	0	-10	-10	-47	-0.1	-86	-226	-7	-1	-0.4	-316
N#Cc1cc(-c2cccc(Cl)c2)c[nH]c1=O	5	5	-3	4	0.1	-10	21	5	-4	2.4	15
COc1cccc(NC(=O)C(C)N2C(=O)c3ccccc3C2=O)c1 (stereo not drawn)	-2	-8	-14	11	-0.1	5	9	-8	-18	1.7	2
CCOc1cc(CNCCCN2CCOCC2)cc(Br)c1OCc1ccccc1Cl	0	-55*	-32	37	-0.6	86*	13	22	35	-0.3	111*
Cc1cc(C)c(OCC(=O)N(C)CC(=O)Nc2ccc(N3CCOCC3)cc2)c(C)c1	0	1	-10	-9	0.3	15	16	12	-39	0.3	20
CNc1ccc(/C=C/C(=O)c2ccc(C)cc2)cc1[N+](=O)[O-]	-2	-23	16	6	0.0	10	-82	3	14	-3.9	-23
[O-]/C(=C(\C(=S)NCc1ccco1)[n+]1ccccc1)c1ccccc1Br	-4	3	12	-7	0.0	7	10	-4	3	7.2	9
COc1ccc(C(=O)C(OC(=O)c2ccccc2Cl)c2ccccc2)cc1 (stereo not drawn)	4	-7	-17	-65	0.3	-102	-200	-85	3	0.2	-191
CCN(CC)c1ccc(C=O)c(OC)c1	5	6	-2	5	0.1	9	19	4	16	-0.9	1
O=C(O)[C@H](Cc1ccccc1)NC(=O)N1CCN(c2cccc(C(F)(F)F)c2)CC1	0	-2	-8	-8	-0.1	11	-2	15	-15	-0.2	0
CC1CCCCC12NC(=O)N(CC(=O)c1ccc(Cl)s1)C2=O (stereo not drawn)	0	14	3	-15	-0.1	-1	5	5	-45	0.3	14
COc1ccc2cc(CNCCOCCOCCNCc3ccc4cc(OC)ccc4c3)ccc2c1	x	-31	-68	91*	-0.6	96*	88*	-11	31	-3.3	109*
